# Assay outcomes deposited in PubChem by several laboratories.
# HTR5A inv ag – HTR5A inverse agonism, opioid heterodimer counter-screen. inhibition, % at 9.3 µM. 0.083% of 340,000 active. HTR5A cell line, luminescence. AID 504634; in the data active means inhibition mostly above about 23%, no sharp cut-off; inactive means mostly below about 18%;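 further: 0% = cells with DMSO and 100% = no-cell wells with DMSO; some compounds called inactive have numbers as strong as hits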
# Target sequence (P47898 whole entry, looked up): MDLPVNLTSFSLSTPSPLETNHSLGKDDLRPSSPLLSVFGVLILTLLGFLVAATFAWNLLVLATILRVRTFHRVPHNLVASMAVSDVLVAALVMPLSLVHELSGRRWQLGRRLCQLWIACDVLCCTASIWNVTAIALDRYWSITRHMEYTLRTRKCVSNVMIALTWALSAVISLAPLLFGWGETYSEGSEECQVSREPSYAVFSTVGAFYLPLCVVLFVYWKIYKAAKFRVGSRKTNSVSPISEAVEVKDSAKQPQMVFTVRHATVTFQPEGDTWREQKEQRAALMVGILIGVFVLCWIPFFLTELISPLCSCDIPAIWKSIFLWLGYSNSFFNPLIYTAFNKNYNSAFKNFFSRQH
# phage Ecoli inh – E. coli growth loss with phage present. inhibition, % at 11.9 µM. growth absorbance. 0.26% of 360,000 active. AID 651602; in the data active means inhibition above about 11%
# HTR5A ag – counter-screen for OPRM1-OPRD1 agonists: human HTR5A agonism. 0.61% of 340,000 active. P47898. HTR5A agonist assay, luminescence, cell-based. AID 504692. activation, % at 9.3 µM; in the data active means activation mostly above about 9.5%, no sharp cut-off; inactive means mostly below about 7.6%;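 further: 0% = cells with vehicle only and 100% = reference agonist; strong numbers were not always called active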
# Ecoli viability – counter-screen for AddAB inhibitors: E. coli growth inhibition; inhibition, % at 11.9 µM; 0.27% of 330,000 active; E. coli V3065 growth, OD600 absorbance, 18 h;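 active means inhibition above the campaign's mean inhibition across all tested compounds plus 3 SD, cut at about 9.9% in these data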;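 further: uninfected addAB+ strain grown without phage in ampicillin broth; 0% = DMSO wells and 100% = ciprofloxacin 0.95 µg/ml wells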
# PKA-R2B act – activates the human PKA-R2B holoenzyme complex. AID 504700. 0.079% of 340,000 active. PKA-R2B holoenzyme dissociation, Cy5-IP20 fluorescence polarization; R2B truncated from residue 108, S112A mutant; 0% DMSO only, 100% 113 µM cGMP. P22694+P31323. activation, % at 11.4 µM;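 active means activation above a cutoff set at the mean over all compounds plus 3 SD, cut at about 18% in these data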;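 further: higher means more holoenzyme dissociation and a rise in polarization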
# Target sequence (P31323 whole entry, looked up, other chains not shown, the tested form may be a part): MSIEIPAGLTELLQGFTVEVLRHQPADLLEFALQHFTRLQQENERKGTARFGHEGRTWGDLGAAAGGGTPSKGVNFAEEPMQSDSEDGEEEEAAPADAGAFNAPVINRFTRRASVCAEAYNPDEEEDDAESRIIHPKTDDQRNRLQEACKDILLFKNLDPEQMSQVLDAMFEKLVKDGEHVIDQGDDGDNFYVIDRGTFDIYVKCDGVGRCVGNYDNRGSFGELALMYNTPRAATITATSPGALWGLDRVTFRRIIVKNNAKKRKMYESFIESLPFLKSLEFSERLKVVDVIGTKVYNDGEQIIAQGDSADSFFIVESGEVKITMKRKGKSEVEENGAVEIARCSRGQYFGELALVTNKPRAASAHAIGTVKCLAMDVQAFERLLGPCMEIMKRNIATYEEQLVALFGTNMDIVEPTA
# DAGLB inh – diacylglycerol lipase beta (human) inhibition | AID 504411 | inhibition, % at 5.17 µM | 0.059% of 340,000 active | Q8NCG7 | HEK293T DAGLB membrane lysate, EnzChek fluorogenic substrate; in the data active means inhibition above about 34%;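 further: 0% = enzyme with vehicle and 100% = wells lacking enzyme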
# AddAB inh – less growth of phage-infected E. coli with AddAB; E. coli expressing H. pylori AddAB, absorbance growth; inhibition, % at 11.9 µM; 0.29% of 330,000 active; AID 435030; in the data active means inhibition above about 12%;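 further: 0% = vehicle wells of infected cells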
# SUMO Mot1 rescue – inhibitors of SUMOylation pathway: yeast Mot1-301 growth rescue | S. cerevisiae Mot1-301 growth rescue, ATP luminescence, 38.5C; percent above DMSO median, 100 means doubled | growth rescue, % at 18.8 µM | 1% of 320,000 active;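 active means every valid replicate shows activation above 250% relative to neutral control wells; inactive means the rest, any valid replicate at or below 250%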;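 further: OY570 slx delta 5 strain wells were the positive control but not used for scaling; some compounds called inactive have numbers as strong as hits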
# PKA-R1A activ – PKA-R1A complex activation. PKA-R1A dissociation, Cy5-IP20 fluorescence polarization; scaled: DMSO 0%, 113 µM cGMP 100%. activation, % at 11.4 µM. 0.083% of 340,000 active;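 active means percent activation above the mean of all tested compounds plus 3 SD, cut at about 19% in these data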;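 further: higher means more PKAc released from R1A so a rise in polarization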
# CDK5 p35 inh – blocks human CDK5/p35 kinase activity | Recombinant CDK5/p35, ADP-Glo luminescence, 60 min | AID 488839 | inhibition, % at 10 µM | 0.01% of 330,000 active;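 active means highest replicate inhibition of at least 50% and at least 75% of replicates reaching 50%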;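 further: plate controls were DMSO neutral control for no effect and GW8510 at 10 µM for full effect; many of its hits are not listed in these tables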
# Tat transport – E. coli Tat transport inhibition. 0.036% of 340,000 active. E. coli MC4100 TorA-mCherry Tat export, fluorescence. AID 488895. inhibition, % at 10 µM;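 active means mean replicate inhibition at least 50% and at least half of replicates individually reaching 50%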;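 further: exported cargo escapes ClpAP degradation while cytoplasmic cargo is degraded and loses fluorescence; 0% = median of neutral control wells and 100% = median of NaSCN control wells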
# Active calls of the source: *; nt = not tested or not shown.
SMILES,HTR5A inv ag,phage Ecoli inh,HTR5A ag,Ecoli viability,PKA-R2B act,DAGLB inh,AddAB inh,SUMO Mot1 rescue,PKA-R1A activ,CDK5 p35 inh,Tat transport
COCCNC(=O)CN1CCC(NC(=O)Nc2ccccc2)CC1,11,1.2,-4,-2.0,3,1,0.9,-2,-1,-2.5,-3
CC(C)(C)NC(=O)C(c1ccncc1)N(Cc1cccs1)C(=O)c1csnn1 (stereo not given),-13,1.9,1,2.1,4,1,1.3,81,11,0.9,-1
C[C@H](NC(=O)c1ccco1)C(=O)N1CCCC1,5,3.0,-2,-2.3,-5,-2,2.8,3,-20,-1.1,-4
Cc1ccc(OCC(=O)N/N=C\c2cccs2)c([N+](=O)[O-])c1,7,3.7,-2,-0.6,2,-2,2.8,-8,-4,1.3,0
CCCC[n+]1ccn(C2=C([O-])c3ccccc3C(=O)/C2=N\S(=O)(=O)c2ccccc2)c1,15,4.0,-2,1.3,-10,4,0.4,-4,18,0.7,10
COc1cccc(CNC(=O)C(NS(=O)(=O)c2ccc3c(c2)CCN3C(C)=O)C(C)C)c1 (stereo not given),15,2.9,-6,1.4,-3,0,4.5,-16,-5,-0.8,1
Clc1ccc(N2CCN(c3nc4nonc4nc3N3CCSCC3)CC2)nc1,5,-0.1,1,0.1,-12,-2,0.2,13,-4,-3.1,0
O=C(CSc1ncn(-c2ccccc2)n1)N1CCN(c2ccccc2)CC1,-30,0.6,5,-0.6,1,-3,2.5,513,6,-1.6,-2
O=C(N/N=C/C=C/c1cccc([N+](=O)[O-])c1)c1ccncc1,8,0.6,-1,-3.3,-18,-2,-0.9,5,2,-5.0,-1
CCOc1ccccc1OCCCC(=O)NNC(=O)c1cc(C)oc1C,12,2.2,-1,0.2,2,3,2.8,nt,5,0.7,0
CCN1C(=O)N[C@H](c2ccccc2)C(C(C)=O)=C1C,-4,2.0,2,-0.6,1,3,-1.4,214,9,1.2,8
Cc1onc(-c2ccccc2Cl)c1C(=O)N1CCOC12CCCCC2,-8,1.7,-7,-1.6,5,-5,4.0,-4,-9,2.0,9
COc1cccc(NC(=O)C(=O)NCCC2CCCCN2S(=O)(=O)c2ccccc2)c1 (stereo not given),2,4.1,-1,-0.1,14,0,1.6,22,-10,-0.7,0
COc1ccc(N)cc1S(=O)(=O)Nc1ccccc1Cl,-8,2.3,3,-2.0,-13,0,0.9,5,-6,-0.1,-3
O=C(CSc1cccc2cccnc12)Nc1cccc(S(=O)(=O)N2CCOCC2)c1,-22,4.0,9,-2.3,-9,-1,3.4,3,-5,1.0,-3
COc1ccc(C(=O)N[C@H](C(=O)OCCCOC(=O)[C@@H](NC(=O)c2ccc(OC)cc2)C(C)C)C(C)C)cc1,7,0.2,-3,nt,-2,0,nt,nt,-7,0.4,1
O=C(Nc1nc2ccc(C(=O)N3CCCCC3)cc2s1)C1CCCCC1,31,3.7,0,1.8,-17,0,1.7,nt,-4,-0.3,-6
CC(C)CC(/C(O)=C(\C#N)c1nc2ccccc2[nH]1)N1C(=O)c2ccccc2C1=O (stereo not given),-12,0.3,2,0.0,-17,1,1.7,43,-2,0.4,-10
Cc1ccnn1CCC(=O)N1CCCC(CCC(=O)NCc2ccccc2F)C1 (stereo not given),-22,6.0,8,0.9,-1,1,0.9,5,11,-2.1,0
CCn1ccnc1CN(C)Cc1nc(-c2ccc(C(=O)OC)cc2)no1,-4,-0.5,-3,-0.1,-12,-2,-0.8,0,-7,-2.1,4
COCCNCCCCOc1c(Cl)cc(C)cc1Br,-17,2.4,0,-1.7,1,-1,-2.4,9,-10,0.4,-2
COc1ccccc1N1CCN(CC(=O)Nc2c(C)n(C)n(-c3ccccc3)c2=O)CC1,0,0.8,0,-0.7,-2,1,1.0,7,-7,0.8,-3
C/C(Cl)=C/Cn1c(NCCN(C)C)nc2c1c(=O)n(C)c(=O)n2C,-14,0.6,0,-1.4,-4,-2,0.9,-6,-6,-5.4,4
Cc1cccc(S(=O)(=O)N2CCCc3ccccc32)c1,-1,-0.9,0,-1.9,-11,-10,-0.2,15,3,-0.8,7
COc1ccc(NC(=O)Cc2cccs2)cc1S(=O)(=O)N1CCCCC1,7,3.8,-2,0.6,12,-1,-0.1,18,-5,-0.7,7

# Ordered by value in CDK5 p35 inh (lowest first): some entries from above
mol	CDK5 p35 inh
O=C(CSc1ncn(-c2ccccc2)n1)N1CCN(c2ccccc2)CC1	-1.6
COc1ccc(N)cc1S(=O)(=O)Nc1ccccc1Cl	-0.1
CCCC[n+]1ccn(C2=C([O-])c3ccccc3C(=O)/C2=N\S(=O)(=O)c2ccccc2)c1	0.7

# The listing picks up, starting 5 compounds before the break.
SMILES,HTR5A inv ag,phage Ecoli inh,HTR5A ag,Ecoli viability,PKA-R2B act,DAGLB inh,AddAB inh,SUMO Mot1 rescue,PKA-R1A activ,CDK5 p35 inh,Tat transport
COCCNCCCCOc1c(Cl)cc(C)cc1Br,-17,2.4,0,-1.7,1,-1,-2.4,9,-10,0.4,-2
COc1ccccc1N1CCN(CC(=O)Nc2c(C)n(C)n(-c3ccccc3)c2=O)CC1,0,0.8,0,-0.7,-2,1,1.0,7,-7,0.8,-3
C/C(Cl)=C/Cn1c(NCCN(C)C)nc2c1c(=O)n(C)c(=O)n2C,-14,0.6,0,-1.4,-4,-2,0.9,-6,-6,-5.4,4
Cc1cccc(S(=O)(=O)N2CCCc3ccccc32)c1,-1,-0.9,0,-1.9,-11,-10,-0.2,15,3,-0.8,7
COc1ccc(NC(=O)Cc2cccs2)cc1S(=O)(=O)N1CCCCC1,7,3.8,-2,0.6,12,-1,-0.1,18,-5,-0.7,7
Cc1ccc(S(=O)(=O)NCCC(=O)N2CC(C)OC(C)C2)cc1C (stereo not given),-10,3.0,6,2.8,3,-3,-0.4,117,6,-0.3,3
CCc1cccc(NC(=O)CCS(=O)(=O)c2ccc(Br)cc2)c1,10,-1.5,-3,-0.3,-5,-1,0.7,371,3,0.3,8
Clc1ccc(-c2nnc(SCc3cn4ccsc4n3)n2CC2CCCO2)cc1 (stereo not given),1,2.2,-2,-0.3,2,-1,-0.1,-14,-4,-1.7,-12
CCC(=O)Nc1ccc2nc(C3CC3)n(Cc3ccc(C(C)(C)C)cc3)c(=O)c2c1,-1,1.2,0,-2.1,0,-1,-0.3,11,-15,-0.1,1
CC(=O)NC(CC(=O)Nc1ccc(S(=O)(=O)N2CCCC2)cc1)c1ccccc1 (stereo not given),-16,3.2,-3,1.9,4,2,2.7,-12,-2,1.6,9
NN=C1c2ccccc2C(=O)C1C(=O)C(c1ccccc1)c1ccccc1 (stereo not given),8,2.7,-2,nt,4,-11,nt,nt,0,0.3,-7
Cc1onc(-c2c(F)cccc2Cl)c1C(=O)NNC(=O)C1CCN(Cc2ccccc2)CC1,12,5.0,0,0.1,-14,-1,0.5,20,-2,-0.8,-3
Cc1c(CCC(=O)NCCCN2CCCC2=O)c(=O)oc2c(C)c(O)ccc12,0,2.6,2,0.0,-4,-1,5.2,-5,-2,0.0,-7
Brc1ccc(-c2nnc(-c3cccnc3)o2)cc1,-7,0.2,3,-1.2,-9,-9,0.4,8,-14,0.7,-3
NC(=O)C1CCCN(C(=O)NC2CCCCC2)C1 (stereo not given),-21,2.4,3,1.1,-3,0,5.1,214,-4,0.3,12
Cc1nc(CNC(=O)C2CCC(=O)N(Cc3cccc(F)c3)C2)sc1C (stereo not given),-22,2.3,8,0.8,2,-3,3.6,-17,-9,-1.6,-5
COc1ccc([C@H]2CC(=O)C=C(/C=C/Cc3ccccc3)C2)cc1,-2,-0.2,1,-0.9,-3,-3,1.4,4,-6,-0.6,6
C=CCn1c(P(=O)(O)c2ccccc2)nc2ccccc21,5,2.5,6,0.9,3,0,2.0,4,12,0.7,-1
O=C(O)C1Cc2ccccc2CN1C(=O)CCl (stereo not given),8,1.6,4,0.3,-11,-1,-1.4,nt,-10,-0.6,-6
O=C(Nc1ccc(Cl)cc1)Nc1cc(S(=O)(=O)N2CCOCC2)ccc1N1CCCC1,4,4.7,-2,-2.2,-7,7,2.2,-12,3,-2.2,-16
CCOc1ccccc1NCc1cc(=O)oc2cc(C)c(O)cc12,8,2.8,-2,nt,7,0,nt,19,4,-0.2,-9
CC[C@H](C)[C@H](NC(N)=O)C(=O)OCC(=O)NCc1ccc(Cl)cc1,3,2.3,-1,2.9,-15,0,3.6,13,-4,7.4,5
O=[N+]([O-])c1cc(-c2csc(NCCc3nc4cc(Cl)c(N5CCCCC5)cc4n3CCCO)n2)ccc1Cl,-9,1.4,3,0.1,0,4,3.6,-26,-6,-0.8,4
CCN(CC(=O)Nc1c(F)cccc1F)C(=O)c1ccc(C#N)cc1,20,4.0,-6,0.6,3,2,-3.4,5,-3,2.0,-10
O=S(=O)(Nc1ccc2c(c1)OCCO2)c1cccc2nsnc12,-8,3.1,3,0.3,10,3,4.4,-7,-5,0.0,2
Cc1cc2cc(CN(Cc3cccs3)C(c3nnnn3C(C)(C)C)C(C)C)c3nnnn3c2cc1C (stereo not given),-6,2.5,-3,nt,-1,-4,nt,nt,-4,1.5,-1
COc1ccccc1Oc1nc(-c2ccccc2)cc(C)c1S(C)(=O)=O,15,1.3,1,1.5,-20,-6,2.5,-9,8,-2.9,20
